# From PubChem
# SUMO1 PPI mod: modulators of human SUMO1-mediated protein-protein interactions | inhibition, % at 20 µM | AID 602429 | SUMO1 binding to a labelled peptide, TR-FRET, 1 h | P63165 | 0.33% of 360,000 active; in the data active = inhibition above about 37%
# STEP inh: STEP (human) phosphatase inhibition; P54829; inhibition, % at 20 µM; recombinant STEP, OMFP fluorogenic substrate, fluorescence; 0.25% of 360,000 active;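 active = inhibition at 20 µM, scaled per plate between control wells, above about 37%, limit read from the data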;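 also: 0% = DMSO with enzyme and substrate and 100% = substrate only without enzyme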
#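 Measure: Control-normalized % inhibition with plate pattern correction | Test system: STEP phosphatase, cell-free reaction | Medium: pH 6.0 Bis-Tris with DTT and Tween 20 | Technique: Fluorescence, 480/540 nm | Times: Reaction 20 min, ambient temperature | Doses: Single compound dose of 20 µM, 1% DMSO final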
# NadD inh: NadD (S. aureus) enzyme inhibition; inhibition, % at 20 µM; purified NadD enzyme, colorimetric absorbance read-out; 0.78% of 360,000 active; in the data active = inhibition above about 26%; also: some compounds past the cut are filed as inactive
# LMPTP inh: blocks human LMPTP phosphatase; P24666; recombinant LMPTP-A, OMFP fluorogenic substrate, fluorescence intensity; inhibition, % at 20 µM; 0.22% of 360,000 active; AID 651560;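 active = compounds that cut the enzyme signal by at least half of the control window in the single-dose screen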;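 also: plate controls were DMSO wells with enzyme plus substrate for no effect and substrate without enzyme for full effect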
#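 Assay system: LMPTP-A phosphatase enzyme | Input: 0.625 nM enzyme | Also added: Fluorogenic phosphatase substrate OMFP at 400 µM final | Compound dosing: One test concentration per compound, 20 µM, with 3% DMSO overall | Schedule: 50 min enzyme reaction at room temperature, protected from light | Signal: Fluorescence intensity | Benchmarks: no-enzyme and uninhibited controls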
# Neddyl block: cullin neddylation inhibition. calls only at 25 µM. TR-FRET cullin neddylation, biochemical. 0.58% of 360,000 active. AID 651699. P61081+Q13564; in the data active = inhibition above about 36%
# CendR NRP1 mod: NRP-1/CendR interaction modulation; inhibition, % at 25 µM; 0.85% of 360,000 active; FAM-RPARPAR peptide binding to NRP-1, fluorescence polarization; AID 602438; O14786;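 active = inhibition or corrected inhibition above about 18%, plus a signal ratio from 0.5 to 1.5, limit read from the data, passing the limit was not always enough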; also: strong numbers were not always called active
# Tb MetRS inh: Trypanosoma brucei MetRS inhibition. purified T. brucei MetRS, ATP depletion, Kinase-Glo luminescence. inhibition, % at 11.9 µM. 0.4% of 360,000 active;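 active = inhibition above a per-plate cutoff of the control wells' mean inhibition plus 3 SD, cut at about 5.5% in these data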;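 also: 0% = DMSO wells median and 100% = median of wells with control inhibitor compound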
#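 Material: T. brucei methionyl-tRNA synthetase, purified; reagent: substrates ATP, L-methionine and bulk Escherichia coli tRNA; dosing: 11.9 µM single point; timing: 15 min plus 2 h at 25 °C; detection: luminescence of leftover ATP; evaluation: % inhibition; control set: DMSO-only wells as low control; replicates: singlicate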
# SKN-1 inh: blocks SKN-1 activity in C. elegans; C. elegans VP596 Pgst-4::GFP/RFP ratio, acrylamide-induced, 24 h; inhibition, % at 21.8 µM; AID 624304; 0.49% of 360,000 active;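 active = interference check ratio from 0.5 to 1.5 plus GFP to RFP signal ratio inhibition reaching or exceeding a fixed threshold, cut at about 30% in these data, passing the limit was not always enough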; also: some compounds called inactive have numbers as strong as hits
# Scp1 inh: Scp-1 (human) phosphatase inhibition; Q9GZU7; Recombinant Scp1, phosphopeptide, malachite green phosphate absorbance; inhibition, % at 20 µM; 0.88% of 340,000 active; AID 493091;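 active = inhibition above about 50% at 20 µM, limit read from the data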;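 also: plate controls were DMSO wells with enzyme for no effect and wells lacking enzyme for full effect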
#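 Material: truncated SCP-1 phosphatase (76-261aa) / Buffer or medium: 50 mM Tris acetate pH 5.5, 0.005% Tween-20, 10 mM MgCl2 / Compound dosing: one concentration, 20 µM, with 1.0% DMSO / Incubation: 45 min room-temperature reaction, 5 min colour, 30 min stabiliser / Detection: colorimetric free-phosphate detection, absorbance 630 nm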
# DNMT1 inh: inhibitors of human DNMT1; P26358; DNMT1 molecular beacon, Hinp1I cleavage, fluorescence; inhibition (reported as % activation of signal), % at 10 µM; 0.83% of 360,000 active; AID 588458; in the data active = inhibition above about 50%
# Target sequence (P26358 504-1616 limits assumed): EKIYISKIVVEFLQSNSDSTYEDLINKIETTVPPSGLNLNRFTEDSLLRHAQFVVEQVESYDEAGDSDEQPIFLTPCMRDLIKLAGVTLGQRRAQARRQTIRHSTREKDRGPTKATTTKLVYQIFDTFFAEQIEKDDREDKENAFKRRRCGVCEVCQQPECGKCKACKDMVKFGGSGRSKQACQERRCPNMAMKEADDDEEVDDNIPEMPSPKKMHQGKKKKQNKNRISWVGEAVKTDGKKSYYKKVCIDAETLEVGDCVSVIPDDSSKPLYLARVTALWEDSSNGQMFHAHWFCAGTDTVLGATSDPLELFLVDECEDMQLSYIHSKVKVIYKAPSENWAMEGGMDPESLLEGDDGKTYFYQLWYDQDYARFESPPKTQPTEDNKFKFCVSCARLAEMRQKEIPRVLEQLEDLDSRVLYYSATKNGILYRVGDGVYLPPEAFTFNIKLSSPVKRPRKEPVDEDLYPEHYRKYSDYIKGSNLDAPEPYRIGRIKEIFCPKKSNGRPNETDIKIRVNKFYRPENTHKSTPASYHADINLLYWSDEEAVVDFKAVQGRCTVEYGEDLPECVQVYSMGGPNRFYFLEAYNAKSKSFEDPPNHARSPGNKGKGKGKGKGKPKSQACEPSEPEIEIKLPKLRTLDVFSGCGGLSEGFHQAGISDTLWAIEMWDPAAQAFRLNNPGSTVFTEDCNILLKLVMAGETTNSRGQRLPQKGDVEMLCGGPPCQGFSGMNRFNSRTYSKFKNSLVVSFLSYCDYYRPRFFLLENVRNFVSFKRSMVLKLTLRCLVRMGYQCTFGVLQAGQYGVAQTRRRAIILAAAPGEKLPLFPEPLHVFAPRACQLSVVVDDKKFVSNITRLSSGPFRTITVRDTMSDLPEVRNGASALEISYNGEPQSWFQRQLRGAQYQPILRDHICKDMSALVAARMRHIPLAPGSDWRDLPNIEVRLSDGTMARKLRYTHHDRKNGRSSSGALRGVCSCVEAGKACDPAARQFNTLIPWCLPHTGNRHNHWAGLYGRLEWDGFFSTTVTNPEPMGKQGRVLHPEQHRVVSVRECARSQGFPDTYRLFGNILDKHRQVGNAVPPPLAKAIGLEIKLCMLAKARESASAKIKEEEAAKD
# Active calls of the source: *; i = inactive; . = no result given.
SMILES,SUMO1 PPI mod,STEP inh,NadD inh,LMPTP inh,Neddyl block,CendR NRP1 mod,Tb MetRS inh,SKN-1 inh,Scp1 inh,DNMT1 inh
Cc1cn(CCC(=O)Nc2ccccc2N2CCOCC2)c2ccccc12,-4,-1,-5,0.0,i,7,-0.1,6,-7,-1
CCOC(=O)Cc1cnc(NC(=O)CSc2nc(C)cc(C)n2)s1,-1,-4,0,-0.1,i,21,-0.1,9,-9,-1
O=C(CN1CCCc2ccccc21)N1CCc2ccccc21,-16,-3,0,0.7,i,-64,0.3,2,5,4
Cc1nc(CCNC(=O)CC2C(=O)NCCN2Cc2ccccc2F)sc1C (centres undefined),-6,3,-3,-2.5,i,4,-0.3,-1,-12,-7
CC(Oc1ccccc1Cl)C(=O)/C=C/N(C)C (centres undefined),0,-2,-4,0.1,i,8,-0.2,-11,3,4
Cc1cc(NC(=O)CC#N)n(-c2ccccc2)n1,3,-4,4,-0.7,i,4,-0.1,-5,5,-2
CCCCNC(=O)c1nc2ncc(Br)cn2n1,-2,2,-3,-0.7,i,-1,-0.7,8,2,3
CCOC(=O)c1c(C)[nH]c(C)c1C(=O)CSc1nc2ccccc2n1CCOC,2,0,0,-0.2,i,-1,-0.2,12,-4,-1
N=c1n(CCN2CCOCC2)c2ccccc2n1CC(=O)c1cccc([N+](=O)[O-])c1,-11,-4,-14,1.9,i,3,-1.0,-6,-8,-8
Cc1cc(=O)oc2c(C)c(OC(C)C(=O)NCCCN3CCOCC3)ccc12 (centres undefined),1,-5,-3,-2.0,i,3,-0.1,21,-7,1
CCCNC(=O)C1(CC2CC(c3ccccc3)=NO2)CCN(C(=O)c2ccccc2)CC1 (centres undefined),-2,-1,3,-0.7,i,27*,-0.3,-1,-3,4
Cn1c(=O)c2c(nc(NCc3ccc4c(c3)OCO4)n2C)n(C)c1=O,1,0,-5,-1.0,i,2,-0.1,-9,-7,4
CC(C)CCN1CCN(Cc2ccc(C#CCCO)cc2)CC1CCO (centres undefined),-1,-2,4,0.1,i,7,0.2,13,-2,-1
COC(=O)c1ccccc1NC(=O)C1CC(=O)N(c2ccccc2)C1 (centres undefined),-4,-1,-6,-0.9,i,0,-0.2,20,-4,0
CC1=C(C#N)C2(O)C(=O)c3ccccc3C2(O)N1 (centres undefined),-9,0,3,-1.0,i,-1,0.3,3,-7,-7
O=C1c2ccccc2-c2nc3ccccc3cc21,-55,0,-5,4.2,i,4,-0.7,19,-3,20
Cc1ccc(C)c(C(O)c2ncc(-c3cccc(C(F)(F)F)c3)[nH]2)c1 (centres undefined),1,-3,2,2.7,i,12,0.4,13,.,2
C=CCc1ccccc1OCCn1ccnc1,0,-1,-2,-1.7,i,10,0.4,-5,-6,0
O=C(CCc1nnc(Cc2ccc(-c3ccccc3)cc2)o1)NCCc1cccnc1,2,1,-3,-0.1,i,-4,0.1,-2,-6,-4
N=c1c2c(-c3ccccc3)c(-c3ccccc3)n(Cc3ccccc3)c2ncn1CCCO,0,1,-2,3.0,i,-13,-0.2,37*,-1,11
COC(=O)C1=NN(C(=O)c2ccccc2)C(C)(O)C1 (centres undefined),-3,-7,-2,-1.2,i,2,0.3,16,-3,1
CC(=O)c1cccc(NC(=O)CSc2nc(=O)n(CCN3CCOCC3)c3c2CCC3)c1,1,-1,3,-0.2,i,5,-0.3,-14,-6,1
COCC1CCCN(C(=O)c2ccc3oc(Cc4ccc(Cl)cc4)nc3c2)C1 (centres undefined),4,0,-2,-0.1,i,8,-0.2,-26,-1,0
CCc1ccc(C(O)c2ncc(-c3cccc(C(F)(F)F)c3)[nH]2)cc1 (centres undefined),-5,-1,6,4.0,i,2,-0.4,2,.,-7
CC(N=Cc1nc(-c2ccccc2)oc1O)c1ccccc1 (centres undefined),-15,-6,-9,-0.2,i,2,-1.3,-17,-6,0
O=C(CSc1nnc(-c2ccc(F)cc2)o1)N1CCCCC1,9,-4,-3,-1.2,i,-2,-0.1,1,-8,3
CC1/C(=N/O)C(CN(C)C)C2CC1C2(C)C (centres undefined),-3,4,-1,-1.9,i,5,-1.0,8,0,0
CC(O)[C@@]1(O)CC[C@H]2[C@@H]3CC[C@H]4C[C@@H](O)CC[C@]4(C)C3=CC[C@@]21C (some centres undefined),-1,-4,-3,-0.7,i,25,-0.5,2,5,1
CC(C)(C)OC(=O)NC(Cc1ccccc1)C(=O)N1CCC(C(=O)NCC(=O)Nc2ccc(F)cc2)CC1 (centres undefined),6,1,0,0.5,i,-3,-0.8,3,-6,0
Cc1cc(/C=C\c2ccccc2)nc2ccccc12,-6,2,8,7.8,i,2,-0.4,19,5,2
C=CCn1c(C2CC(=O)N(c3ccc(C)cc3)C2)nc2ccccc21 (centres undefined),0,0,-5,-0.6,i,-2,0.3,4,0,-3
CC(C)OC(=O)/C(=C\c1cccnc1)NC(=O)c1ccccc1,1,1,3,-0.1,i,10,-0.4,3,-5,2
O=C(NCCCN1CCCCC1)C1CCC(=O)N1CCc1ccccc1 (centres undefined),-2,3,0,-1.4,i,14,-0.9,-5,-4,5
Fc1ccc(-c2cn3ccccc3n2)cc1,-1,-2,2,-2.1,i,5,-2.5,16,-1,-1
O=C(OCCOc1ccccc1)c1cc(S(=O)(=O)N2CCOCC2)ccc1Cl,4,-1,-7,1.3,i,-4,0.0,16,-7,-2
CCOC(=O)CN(C)C(=O)CCc1nnc(-c2ccsc2)o1,1,0,2,0.1,i,12,-0.1,-10,-3,2
Cc1c(C(=O)N/N=C/c2cccnc2)sc(N)c1C#N,-8,1,2,0.8,i,-13,-0.2,7,-5,-3
O=C(Nc1nnc(S(=O)(=O)N2CCOCC2)s1)c1ccccc1,22,4,5,6.7,i,1,0.1,7,26,24
CCc1ccc(CN(C)C(=O)C2CCC(=O)N(CC3CCCCC3)C2)cc1 (centres undefined),-3,2,4,0.0,i,14,-0.3,-8,2,1
CC(C)(C)c1ccc(S(=O)(=O)Nc2ccc(Cc3ccncc3)cc2)cc1,-2,-3,2,3.2,i,1,-1.0,0,6,-5
CCc1nc2ccccc2c(C(=O)OCC(=O)NC2CCCC2)c1C,2,-3,-2,-0.6,i,8,-0.3,-14,-7,0
CN(CC(=O)Nc1ccc(S(=O)(=O)N2CCCC2)cc1)Cc1ccc(Cl)c(Cl)c1,6,0,0,2.3,i,2,-0.2,-4,2,-4
Cc1cc(C(=O)NC2CCCc3ccccc32)c(C)o1 (centres undefined),2,0,-5,0.7,i,-9,0.9,-24,5,4
Cc1cc(NC(=O)COC(=O)c2ccc(F)c(S(=O)(=O)N3CCOCC3)c2)no1,-4,-1,2,-1.9,i,1,-0.8,-22,-2,5
CC(=NNC(=O)CSCC(=O)NN=C(C)c1ccccc1)c1ccccc1,-3,0,1,-0.3,i,6,-0.1,22,-2,0
CC(C)Cn1c(N)c(C(=O)COC(=O)c2cccc(F)c2)c(=O)n(C)c1=O,-2,-2,-3,-0.9,i,4,-1.1,1,-4,8
OC(COc1ccccc1)CN1C2=NCCCN2c2ccccc21 (centres undefined),-4,-2,-4,-0.4,i,-1,-0.7,7,-1,-2
CN(C(=O)c1ccc(NC(=O)Cc2ccc(NC(=O)C3CCCN(C(=O)CCc4ccccc4)C3)cc2)cc1)C1CC1 (centres undefined),6,0,1,0.2,i,1,-0.3,4,-2,6
Cc1cc(N2CC(=O)N(CCc3ccccc3)C(=O)C2)n2ncnc2n1,4,-5,5,-1.0,i,2,-0.3,18,-2,3
CC(C)(C)NC(=O)c1ccc(Sc2ccccc2)c([N+](=O)[O-])c1,-20,3,-7,1.5,i,-11,-1.2,4,-12,-2
COc1ccc(/C=C/C(=O)NCCN2CCOCC2)cc1OC,-11,0,0,1.3,i,2,-1.0,-1,-5,0
COc1ccc(C(=O)Nc2ccccc2C(=O)NCC2CCCO2)cc1 (centres undefined),3,-1,1,-1.5,i,5,-0.4,-8,-7,0

# Entries above that contain fluorine:
SMILES,SUMO1 PPI mod,STEP inh,NadD inh,LMPTP inh,Neddyl block,CendR NRP1 mod,Tb MetRS inh,SKN-1 inh,Scp1 inh,DNMT1 inh
Cc1nc(CCNC(=O)CC2C(=O)NCCN2Cc2ccccc2F)sc1C (centres undefined),-6,3,-3,-2.5,i,4,-0.3,-1,-12,-7
Cc1ccc(C)c(C(O)c2ncc(-c3cccc(C(F)(F)F)c3)[nH]2)c1 (centres undefined),1,-3,2,2.7,i,12,0.4,13,.,2
CCc1ccc(C(O)c2ncc(-c3cccc(C(F)(F)F)c3)[nH]2)cc1 (centres undefined),-5,-1,6,4.0,i,2,-0.4,2,.,-7
O=C(CSc1nnc(-c2ccc(F)cc2)o1)N1CCCCC1,9,-4,-3,-1.2,i,-2,-0.1,1,-8,3
CC(C)(C)OC(=O)NC(Cc1ccccc1)C(=O)N1CCC(C(=O)NCC(=O)Nc2ccc(F)cc2)CC1 (centres undefined),6,1,0,0.5,i,-3,-0.8,3,-6,0
Fc1ccc(-c2cn3ccccc3n2)cc1,-1,-2,2,-2.1,i,5,-2.5,16,-1,-1
Cc1cc(NC(=O)COC(=O)c2ccc(F)c(S(=O)(=O)N3CCOCC3)c2)no1,-4,-1,2,-1.9,i,1,-0.8,-22,-2,5
CC(C)Cn1c(N)c(C(=O)COC(=O)c2cccc(F)c2)c(=O)n(C)c1=O,-2,-2,-3,-0.9,i,4,-1.1,1,-4,8

# The order is random; 4.6% or so of the library scored in one or more.
